FEN1 inhibitor – qHTS Assay for the Inhibitors of Human Flap endonuclease 1 (FEN1); AID 588795, 2011; Recombinant FEN1 flap cleavage, fluorescence, 15 min; actives 0.35% (n = 390,000); P39748; Potency, µM (highest dose often 114 µM), for the others: at the highest dose activity change, negative = inhibition, actives largely listed as inhibitors; further: nearly all actives have a fitted effect of over 65% in size
Target sequence (P39748 whole entry, looked up): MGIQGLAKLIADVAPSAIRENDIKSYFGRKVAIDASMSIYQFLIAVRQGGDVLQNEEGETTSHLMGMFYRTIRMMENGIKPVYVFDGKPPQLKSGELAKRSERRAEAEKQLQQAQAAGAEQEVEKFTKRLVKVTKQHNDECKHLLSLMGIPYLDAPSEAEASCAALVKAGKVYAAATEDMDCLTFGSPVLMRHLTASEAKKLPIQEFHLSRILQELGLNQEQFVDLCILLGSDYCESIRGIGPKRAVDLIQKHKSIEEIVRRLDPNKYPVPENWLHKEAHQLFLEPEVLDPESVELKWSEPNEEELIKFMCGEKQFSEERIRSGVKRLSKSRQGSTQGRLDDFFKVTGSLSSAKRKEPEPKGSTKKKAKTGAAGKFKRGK
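Reaction started by adding substrate (50 nM final) to 10 nM enzyme after 15 min room-temperature compound preincubation. Reads at 0 and 15 min, with data normalized and fitted to a four-parameter Hill equation.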
DT40 TDP1 CPT – qHTS for Inhibitors of human tyrosyl-DNA phosphodiesterase 1 (TDP1): qHTS in cells in presence of CPT; chicken DT40 Tdp1-/-;hTDP1 cells + 20 nM CPT, ATP luminescence, 48 h; Potency, µM (titrated, usually from 46.2 µM), without a hit: at the top dose activity change, negative = growth inhibition, most hits filed as inhibitors; actives 12% (n = 420,000); AID 686979, 2013; further: nearly all actives have a fitted effect of over 55% in size
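Chicken DT40 Tdp1-/- cells complemented with human TDP1, 400 cells/well, exposed to compounds plus 20 nM camptothecin for at least 48 h at 37 C; viability read as ATP content by CellTiter-Glo luminescence.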
N370S GC mod – qHTS Assay for Inhibitors and Activators of N370S glucocerebrosidase as a Potential Chaperone Treatment of Gaucher Disease; Potency, µM (titrated, usually from 59.4 µM), for the others: at the highest dose activity change, negative = inhibition, actives largely listed as inhibitors; N370S GC spleen homogenate, 4MU-glucoside fluorescence; Lysosomal acid glucosylceramidase (Homo sapiens), P04062; actives 0.092% (n = 330,000);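 further: 0% = full enzyme activity and -100% = no enzyme basal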
An asterisk follows results filed as active; ? = inconclusive; / = not tested or not shown; [ ] = dose if it differs, or a comment. The call rests on the fitted dose curve; in most records, active means well fitted curve in the direction sought with a large enough effect; inconclusive means small, poorly fitted or top-dose-only effect, or another doubt; inactive means no such curve, though single readings can be large; an effect the other way counts as inactive or inconclusive. Unless noted, on the % scale 0 is the no-effect control and ±100 the full control effect; potency means the concentration at half of the fitted maximal effect. The list is partial; rates above refer to the full screens.

SMILES	FEN1 inhibitor	DT40 TDP1 CPT	N370S GC mod
COc1ccc(Cl)cc1NC(=O)NCCN1CCNC1=O	9.3%	4.7%	-0.6%
CN(C)CCCNC(=O)CC(c1ccc(F)cc1)c1ccco1 (stereo not drawn)	-10.2%	-1.6%	-2.9%
O=C(Nc1cc(-c2nc3ccccc3s2)ccc1Cl)c1cc2ccccc2o1	?	4.4%	/
CC(C)C(=O)Nc1cc2c3c(c1)CCC(=O)N3CCC2	-21.7%	0.7%	0.3%
CC1(C)NC(=S)NC1=S	3.3%	1.4%	/
COc1ccc(NC(=O)c2oc3ccc4c(c3c2C)C(=O)CC(C)(C)O4)cc1OC	-2.4%	20.6µM*	/
O=C(c1cc(Br)ccc1Cl)N1CCN(c2ncccn2)CC1	-2.1%	2.1%	-7.6%
CCCCn1nc(C(=O)NCC(c2cccs2)N2CCOCC2)c2ccccc2c1=O (stereo not drawn)	-10.8%	?	/
COC(=O)Cc1cc(=O)oc2cc(OC)ccc12	-1.0%	11.5%	15.9%
COc1ccccc1C(=O)C1CCCN(C(=O)c2ccc(C(C)=O)s2)C1 (stereo not drawn)	4.9%	-7.4%	-11.4%
O=C(O)COc1ccc(-c2nc(-c3ccccc3)c(-c3ccccc3)[nH]2)cc1	-4.1%	-13.3%	1.1%
CC(=O)OC1CC[C@@]2(C)C(CC[C@@]3(C)C2CC=C2C4CC(C)(C)CC[C@]4(C(=O)O)CC[C@@]23C)C1(C)C (stereo partly drawn)	/	-1.7%	-6.6%
CCOC(=O)C1=C(CNCc2ccc(F)cc2)NC(=O)NC1c1cccc([N+](=O)[O-])c1 (stereo not drawn)	2.5%	-16.8%	8.4%
Cc1cc(NC(=O)CCC(=O)N(CC(=O)NCC2CCCO2)c2ccc(C)c(C)c2)no1 (stereo not drawn)	8.0%	8.2%	-3.8%
Cc1ccc(S(=O)(=O)N(CC#N)CC#N)cc1	4.4%	-0.4%	0.3%
O=C(Nc1cccc(S(=O)(=O)N2CCOCC2)c1)c1ccc(Cl)c([N+](=O)[O-])c1	?	?	1.7%
O=C1CCN(Cc2ccccc2)CCN1[C@H](CSc1ccccc1)c1ccccc1	-4.7%	?	2.6%
C[C@@H](C(=O)NCCc1ccccc1F)N1C(=O)N2CCc3c([nH]c4ccccc34)[C@@]2(C)C1=O	2.4%	11.6µM*	-17.9%
CCn1c(=O)c2cc(C(=O)Nc3cc(OC)c(OC)c(OC)c3)sc2c2ccccc21	-17.9%	9.2µM*	/
Cc1cccc(N2CCN(CC(=O)Nc3nccs3)CC2)c1C	-19.8%	-10.9%	17.5%
CC(C)CNC(=O)COC(=O)/C=C/c1ccccc1[N+](=O)[O-]	-1.6%	3.2%	14.0%
O=C(CC1(O)C(=O)N(C/C=C/c2ccccc2)c2ccccc21)c1ccccn1 (stereo not drawn)	-19.4%	1.26µM*	-3.5%
COC(=O)CN(c1ccc2c(c1)OCCO2)S(=O)(=O)c1ccccc1	-2.4%	-18.5%	8.3%
COc1ccccc1NC(=O)NCCc1c[nH]c2ccccc12	0.4%	-26.7%	13.9%
O=C(NCCCn1ccnc1)c1ccc(S(=O)(=O)N2CCCCCC2)cc1	8.2%	?	8.3%

3 entries from above in a different format.
CN(C)CCCNC(=O)CC(c1ccc(F)cc1)c1ccco1 (stereo not drawn)
- FEN1 inhibitor = -10.2%
- DT40 TDP1 CPT = -1.6%
- N370S GC mod = -2.9%

O=C(Nc1cc(-c2nc3ccccc3s2)ccc1Cl)c1cc2ccccc2o1
- FEN1 inhibitor = ?
- DT40 TDP1 CPT = 4.4%
- N370S GC mod = /

CC(C)C(=O)Nc1cc2c3c(c1)CCC(=O)N3CCC2
- FEN1 inhibitor = -21.7%
- DT40 TDP1 CPT = 0.7%
- N370S GC mod = 0.3%

(continued)
SMILES	FEN1 inhibitor	DT40 TDP1 CPT	N370S GC mod
Cc1ccc(CNC(=O)c2ccc(N3CCC4(CC3)CC(c3ccccc3)=NO4)c([N+](=O)[O-])c2)cc1	-17.8%	?	-0.5%
S=c1[nH]nc(-c2ccccc2)n1Cc1ccccc1	-2.3%	-11.1%	6.4%
COc1cc(/C=N/NC(N)=S)ccc1OCC(=O)Nc1ccc(C)c(C)c1	-1.4%	?	3.6%
O=C(COc1ccccc1O)NCCN1CCOCC1	4.4%	-4.6%	-4.2%
COc1cc(/C=N/NC(=O)c2ccccc2O)ccc1OC(=O)CC1SC(=O)NC1=O (stereo not drawn)	-0.4%	-8.5%	-15.2%
O=c1[nH]c(/C=C2\C=Nc3ccccc32)c(O)n1Cc1ccccc1F	-17.0%	?	-2.7%
CC1Sc2ccc(S(=O)(=O)NCc3ccccc3)cc2NC1=O (stereo not drawn)	-15.2%	?	-1.8%
COCCn1c(=O)c(CCc2ccccc2)nc2cnc(N3CCN(C)CC3)nc21	/	-15.9%	-10.6%
O=C(Nc1ccc(S(=O)(=O)N2CCOCC2)cc1)c1cc(S(=O)(=O)N2CCOCC2)ccc1Cl	12.1%	18.4µM*	-7.1%
N=c1n(CC(=O)c2ccc(Br)s2)c2ccccc2n1Cc1ccccc1	-23.9%	5.17µM*	-16.8%
Cc1ccc(NC(=O)c2cnc(N3CCCCC3)c3ccccc23)cc1Cl	-19.6%	20.6µM*	/
CCOCCCn1c(SCC(=O)OCC)nc2c(sc3ccccc32)c1=O	-12.6%	?	/
NC[C@H](Cc1ccccc1)NCCCCC1CCCCC1	-3.8%	-23.2%	/
Cc1cccc(Nc2nc(Cl)ncc2F)c1C	7.7%	10.1%	4.3%
Cc1ccc2nc(Cl)c3cc(C(=O)N4CCCCC4)sc3c2c1	-20.9%	?	/
O=C1CCC(C(=O)N2CCCCCCC2)CN1Cc1cccc(C(F)(F)F)c1 (stereo not drawn)	4.1%	?	-8.7%
COC(=O)c1c(NC(=O)COc2ncnc3ccccc23)sc(C)c1C	15.1%	?	11.2%
O=C(Cn1c(=O)c2cccn2c2ccc(F)cc21)Nc1cccc(F)c1	2.9%	-6.9%	/
CSc1nc2ccc(Nc3nc(N4CCOCC4)nc(N4CCOCC4)n3)cc2s1	-15.3%	23.1µM*	6.7%
CC1=CC(c2ccc(Cl)cc2)n2ncnc2N1 (stereo not drawn)	-17.5%	-3.9%	/
CN1CCN(C(=O)c2cc([N+](=O)[O-])cc([N+](=O)[O-])c2)CC1	14.6%	-3.4%	2.3%
O=C(CC(=O)c1ccccc1)Nc1cccnc1Cl	5.0%	16.1%	0.5%
Clc1cccc(Cl)c1CN1CCN(c2ncccn2)CC1	3.2%	?	-2.3%
COc1ccc(C(=O)Nc2ccc(-c3cn4ccsc4n3)cc2)cc1S(=O)(=O)N1CCOCC1	13.8%	?	-21.3%
O=C(CSc1nccn(-c2ccc(F)c(F)c2)c1=O)NC1CCCC1	5.9%	-19.6%	2.3%

Given with values under each structure: entries from further up
Each structure is followed by: FEN1 inhibitor, DT40 TDP1 CPT, N370S GC mod
COc1cc(/C=N/NC(=O)c2ccccc2O)ccc1OC(=O)CC1SC(=O)NC1=O (stereo not drawn)
    -0.4%, -8.5%, -15.2%
O=c1[nH]c(/C=C2\C=Nc3ccccc32)c(O)n1Cc1ccccc1F
    -17.0%, ?, -2.7%

The list goes on:
SMILES	FEN1 inhibitor	DT40 TDP1 CPT	N370S GC mod
Cc1ccc(CNC(=O)CSc2ncc(S(=O)(=O)c3ccc(Br)cc3)c(=O)[nH]2)cc1	12.4%	-0.6%	/
COC(=O)C1=C(C)N(C)C(=O)NC1c1c(O)ccc2ccccc12 (stereo not drawn)	8.8%	-16.5%	-3.1%
O=C(Nc1cccc(F)c1)N1CCCC2(CCN(C(=O)c3ccncc3)CC2)C1	/	0.13µM*	-2.3%
CCOCCn1c(CN2CCN(C)CC2)nc2c1c(=O)n(C)c(=O)n2C	16.8%	-6.3%	-1.4%
CCCCCCSc1nsc(NC(C)=O)n1	-7.2%	-25.6%	-11.1%[2.35 µM]
COc1ccc(C(CNC(=O)COc2ccccc2C)N2CCOCC2)cc1 (stereo not drawn)	2.8%	20.6µM*	-9.7%
CCC1=CC(c2ccccc2)n2ncnc2N1 (stereo not drawn)	-11.2%	-0.3%	/
CCc1ccc(NS(=O)(=O)c2c(-c3ccccc3)csc2C(=O)OC)cc1	-17.0%	?	/
CC(C)NC(=O)C1CCC(Cn2c(=O)c3sccc3n(CC(=O)NCc3ccccc3)c2=O)CC1 (stereo not drawn)	0.3%	1.5%	/
O=C(COc1ccc(Cl)cc1Cl)NC(=S)Nc1ccc(CN2CCOCC2)cc1	-3.7%	2.8%	-17.3%
CCOC(=O)c1ccc(NC(=O)Cn2c(=O)cc(C)c3c(C)nn(-c4ccc(CC)cc4)c32)cc1	-2.4%	?	/
O=C(c1ccccc1)n1c(=O)cc[nH]c1=O	12.4%	-5.3%	-5.7%
CCCNC(=O)CSc1n[nH]c(=O)n1CCc1ccccc1	-5.7%	6.2%	-3.3%
COc1ccc2c(c1OC)C(=O)N(c1ccc(OCc3ccccc3)cc1)C2=O	-15.7%	3.0%	-1.8%
COC(=O)C1=C(C)N(C)C(C)=C(C(=O)OC)C1c1ccccc1C	-10.4%	?	-3.2%
CC(=O)c1ccc(NC(=O)c2cnn3c(C(F)F)cc(C4CC4)nc23)cc1	-12.4%	-3.2%	/
COc1ccc(N2CCN(C(=O)CN3C(=O)C4CC=CCC4C3=O)CC2)cc1 (stereo not drawn)	-3.8%	-2.8%	2.5%
Cc1cc2c(cc1C)NC1(C(=O)Nc3ccccc31)C1=C(CC(C)(C)CC1=O)N2 (stereo not drawn)	3.4%	9.4%	-7.2%
COc1ccc(C(=O)NC(=S)N(C)C2CCCCC2)cc1	9.6%	?	2.6%
Cc1nn(-c2ccc(F)cc2)c(C)c1/C=C/C(=O)N1CCNC(=O)C1	41.2%[activator]	-11.2%	5.9%
CCOc1ccc(CCN2C(=S)N([C@@H](CC(C)C)CN3CCCC3CN3C(=S)NC[C@@H]3Cc3ccc(O)cc3)C[C@@H]2Cc2ccccc2)cc1 (stereo partly drawn)	0.8%	16.4µM*	/
CCCN1CN=C(NS(=O)(=O)c2ccc(C)cc2)NC1	-4.8%	-6.7%	-3.4%
CCOC(=O)c1ccc(COC(=O)CCc2nc3ccccc3[nH]c2=O)o1	0.4%	4.4%	6.5%
O=C(COC(=O)C1=COCCO1)Nc1cc(Cl)c(Cl)cc1Cl	0.2%	-14.4%	/
O=C(Nc1ccccc1OCc1ccccc1)c1ccccc1Br	?	-2.9%	4.3%
CC(C)(C)NC(=O)c1cccc(NC(=O)c2ccc(NC(=O)c3ccco3)cc2)c1	1.7%	13µM*	8.3%
COc1ccc(C(=O)/C=C2/C(=O)Nc3ccccc32)c(OC)c1	-6.7%	4.11µM*	3.9%
COc1ccc(C(=O)NCc2ccc3c(c2)CCN3C(=O)c2ccccc2)cc1	12.1%	23.1µM*	/

A draw from above in order of formula weight, ascending:
SMILES	FEN1 inhibitor	DT40 TDP1 CPT	N370S GC mod
COc1ccc(C(=O)/C=C2/C(=O)Nc3ccccc32)c(OC)c1	-6.7%	4.11µM*	3.9%
O=C(Nc1ccccc1OCc1ccccc1)c1ccccc1Br	?	-2.9%	4.3%
CCOc1ccc(CCN2C(=S)N([C@@H](CC(C)C)CN3CCCC3CN3C(=S)NC[C@@H]3Cc3ccc(O)cc3)C[C@@H]2Cc2ccccc2)cc1 (stereo partly drawn)	0.8%	16.4µM*	/

High-throughput results (PubChem BioAssay)
